Screens as filed in PubChem.
mcGAS MS inh = mouse cGAS inhibition by mass spec; Q8C6L5; recombinant mouse cGAS, cGAMP by RapidFire MS; inhibition, % at 12.5 µM; 0.18% of 130,000 active; AID 1259397;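 active = inhibition of cGAS enzyme activity at or above 60%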;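 also: enzyme stimulated by 45 bp dsDNA with ATP and GTP substrates; cGAMP share of summed cGAMP plus half ATP and half GTP signals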
Target sequence (Q8C6L5 whole entry, looked up): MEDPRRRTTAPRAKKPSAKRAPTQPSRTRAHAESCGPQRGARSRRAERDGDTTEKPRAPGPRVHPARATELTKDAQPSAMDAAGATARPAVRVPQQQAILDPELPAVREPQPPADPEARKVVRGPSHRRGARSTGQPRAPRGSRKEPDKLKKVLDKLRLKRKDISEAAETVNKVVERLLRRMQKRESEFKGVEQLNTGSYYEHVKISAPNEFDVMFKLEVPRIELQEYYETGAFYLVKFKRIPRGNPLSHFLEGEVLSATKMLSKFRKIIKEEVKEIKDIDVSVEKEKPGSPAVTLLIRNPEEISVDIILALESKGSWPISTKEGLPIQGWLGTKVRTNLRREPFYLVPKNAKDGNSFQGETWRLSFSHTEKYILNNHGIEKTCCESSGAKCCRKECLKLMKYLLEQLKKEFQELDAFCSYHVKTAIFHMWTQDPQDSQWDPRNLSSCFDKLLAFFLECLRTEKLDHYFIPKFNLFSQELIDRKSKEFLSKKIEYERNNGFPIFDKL
The depositor's hits bear a star; & = joins results of further samples. An excerpt; the hit share may differ from the screen's.

mcGAS MS inh,Structure
-8,O=C(NCC1CCCN1c1cccnn1)c1c(F)cccc1Cl (stereo not given)
2&4&5,CCCNC(=O)NS(=O)(=O)c1ccc(Cl)cc1
-18,Cc1cc(O)c(CN(C)Cc2ccc3c(c2)OCCO3)cc1C(C)C
-7,O=C(NC1CCCCC1)C1CCCN(c2ncnc3sccc23)C1 (stereo not given)
1,COc1ccc(Oc2cc(NC(C)=O)ccc2OC)cc1
-8,Cc1nc(C(=O)N2CCc3nc[nH]c3C2)cs1
9,Cc1ccc(NS(=O)(=O)c2ccc(C(=O)O)cc2Cl)c(F)c1
-28,N#Cc1cccc(NS(=O)(=O)c2cc(Cl)c(Cl)c(C(=O)O)c2)c1
-3,COC(=O)C1CCN(Cc2c(C(=O)N3CCCCCCC3)nc3sccn23)CC1
3,Cc1ccc(-c2nc(CN3CCN(C(=O)N4CCCCC4)CC3)no2)cc1
-3,COc1ccc(OC)c(-c2cc(C(=O)Nc3ncc(C)s3)[nH]n2)c1
-7,C=Cc1ccc(Cn2c(C)c(C(=O)NCc3ccco3)sc2=O)cc1
9,CCOc1cccc2cc(C(=O)NCc3ccncc3)c(=O)oc12
-44,CCc1nc(CN2CCCCC2c2ccc(F)cc2)no1 (stereo not given)
-3,N#Cc1nc(N2CCCCC2)nc(N2CCCCC2)n1
-3,CC1CN(C(=O)c2ccc(CSc3ccc(Cl)cc3)cc2)CCO1 (stereo not given)
-10,O=C(N[C@@H]1c2ccccc2C[C@@H]1O)c1ccc(-n2cnnc2)cc1
-5,CC(NC(=O)c1cc(-c2ccccc2O)n[nH]1)c1cn2ccsc2n1 (stereo not given)
-7,O=C(O)C1C(C(=O)O)[C@H]2C[C@@H]1C(Br)C2Br (stereo not given in full)
-5,c1ccc(-c2ccc(-c3cnc4ccccc4n3)cc2)cc1
-2,CSc1ccc(NC(=O)c2n[nH]c(=O)c3ccccc23)cc1
-13,CCn1cnnc1CNC(=O)N1CCSC2(CCCCC2)C1
1,CCC(NC(=O)COc1ccccc1F)c1nc(C)cs1 (stereo not given)
4,Cn1[nH]c(-c2ccncc2)c(C(=O)COc2ccc3c(c2)CCC3)c1=O
-1,CCOC(=O)c1[nH]ncc1CN1CCc2ccc(NC(=O)C3CCCO3)cc2C1 (stereo not given)
-17,CCCCC1C=CCN1C(=O)c1ccnc(C(C)C)n1 (stereo not given)
-4,O=C(O)c1ccccc1Sc1ccc(S(=O)(=O)N2CCCC2)cc1[N+](=O)[O-]
3&22,C=Cc1c(C)c2cc3[nH]c(cc4nc(cc5nc(cc1[nH]2)C(C)=C5CCC(=O)O)C(CCC(=O)O)=C4C)c(C)c3C=C
17,Cc1c(C=NNc2ncnc3sc4c(c23)CCCC4)cc(C#N)n1C
-10,COCCN(CCCN(C)C)C(=O)Nc1cccc(Cl)c1OC
-5,CN(C)S(=O)(=O)NCc1cccnc1Oc1ccc(F)c(F)c1
-9,CN1CCC(Cc2noc(CCN3CCCCCC3=O)n2)CC1
8,CC(C)(C)c1nnnn1CC(O)COc1ccc(Br)cc1 (stereo not given)
-4,OCc1ccccc1
3,CCOC(=O)CCCCCN1C(=O)c2cccc3cccc(c23)C1=O
7,CNC(=O)NC(=O)C(C)SC(=S)N1CCCC1 (stereo not given)
-8,CCC(O)CN(Cc1cccnc1)c1ccccc1 (stereo not given)
-9,CC(C)Oc1ccc(CN2CCC2(C)C(=O)Nc2cnc3ccccc3c2)cc1 (stereo not given)
-14,CCN1C(=O)N(CC)C2NC(=O)NC21 (stereo not given)
-2,CC(=O)N1CCc2c(sc(NC(=O)c3ccco3)c2-c2nc3ccccc3s2)C1
9,Cc1ccc(NC(=O)NCCc2csc(C(C)C)n2)c(Cl)c1
-5,Cc1onc(-c2ccccc2Cl)c1C(=O)NCc1cccnc1
1,Cn1c(=O)c2c(nc(CN3CCOCC3)n2CC(N)=O)n(C)c1=O
-2,COc1cc(CC(=O)N2CCOC(Cc3ccccc3)C2)cc(OC)c1 (stereo not given)
1,O=C(c1ccncc1)N1C2C=CC(C2)C1(C(F)(F)F)C(F)(F)F (stereo not given)
-12,Cc1ccc(C(OC(=O)CCNC(=O)c2ccccc2)C(F)(F)F)cc1 (stereo not given)
-7,CCn1c(=O)[nH]c2cc(C(=O)N3CCc4ccc(S(=O)(=O)NC)cc43)ccc2c1=O
-3,COc1cc(Cn2ccnc2-c2ccc3c(c2)OCO3)cc(OC)c1OC
-5,COc1cccc(C2C(S(=O)(=O)N(C)C(C)C)CON2C)c1OC (stereo not given)
-4,c1nc(SCC2CCCCO2)c2c3c(sc2n1)CCC3 (stereo not given)
-4,CONC(=O)Nc1sc(=S)n(C)c1C
0,CN(C)C(=O)CSc1nc2scc(-c3cccs3)c2c(=O)[nH]1
-4,Cc1nnc(-c2cccc(Cn3nnc(-c4ccccc4)n3)c2)o1
1,NC(=O)C1CCCN(C(=O)c2cn(Cc3ccccc3)nc2-c2cccs2)C1 (stereo not given)
3,C=C(C)COc1ccc(C(=O)N(C)C(C)c2cccnc2)cc1 (stereo not given)
-2,COCOc1cccc(CN2CCC2(C)C(=O)Nc2ccccc2Cc2ccccc2)c1 (stereo not given)
-4,O=C(C1CCCCN1Cc1ccc(-n2ccnc2)cc1)N1CCN(c2ccc3[nH]c(=O)[nH]c3c2)CC1 (stereo not given)
6,COc1ccc(S(=O)(=O)NCc2ccc3c(c2)OCO3)cc1C
-4,CC(NC(=O)c1cccs1)C(=O)Nc1nc2ccccc2s1 (stereo not given)
-7,O=C(O)Cn1nc2c3c(cccc3c1=O)-c1ccccc1-2

Other results.
mcGAS MS inh,Structure
-3,Cc1sc(-n2cccc2)c(C(=O)O)c1C
-9,CC(C)CCC1(C)NC(=O)N(CC(=O)c2ccc[nH]2)C1=O (stereo not given)
-21,Cc1nc2ccc(Cl)cn2c1CN(C)CC1CC(=O)N(C2CCCC2)C1 (stereo not given)
-2,C=CCn1c(-c2cc(OC)cc(OC)c2)n[nH]c1=S
-33,Cc1c(CN(C)c2cc(OC(C)C)nc(N)n2)cnn1C
-1,O=C(c1ccoc1)N1CCCC(C(=O)N(Cc2ccc(C(F)(F)F)cc2)C2CC2)C1 (stereo not given)
-11,CSCc1ccc(C(=O)N2CCC3(CCCN(C)C3=O)C2)o1 (stereo not given)
-3,CCC1CN(C(=O)c2ccc(Cl)c(Cl)c2O)CCO1 (stereo not given)
-5,N#Cc1cnn(Cc2ccccc2)c1NC(=O)c1cccc(C(F)(F)F)c1
-11,C=CCOc1ccc(-c2nc3s/c(=C\C4=Cc5ccccc5OC4)c(=O)n3n2)cc1
-4,CCn1cc(CN2CCCC(C(=O)Nc3ccc(-c4nc5ccccc5[nH]4)cc3)C2)c(C)n1 (stereo not given)
0,O=C(c1ccco1)N1CCN(C2CC(=O)N(CCc3ccccc3)C2=O)CC1 (stereo not given)
-8,N#Cc1ccc(C(=O)N2CCCC3(CCc4ccccc43)C2)cc1 (stereo not given)
19,C[C@H](NC(=O)OCc1ccccc1)C(=O)N1CCCCC1c1cccnc1 (stereo not given in full)
-6,Cc1nn(CN(C)C(c2ccccc2)c2ccccc2)c(=S)s1
-4,Cc1nc(CNC(=O)c2ccc(C(C)(C)C)cc2)n[nH]1
-7,Cc1ccc(F)cc1S(=O)(=O)N1CCOC(Cc2ccccc2)C1 (stereo not given)
-8,CC(Cc1ccsc1)Nc1ncnc2sccc12 (stereo not given)
-8,Cn1cnnc1SCc1cc(=O)c(OCC(=O)NCc2ccco2)co1
-2,CCCOc1ccccc1C(=O)N1CCC2(CCNC(=O)CC2)CC1
-3,CCC(NC(=O)C1CCCO1)c1ccccc1OC(C)C (stereo not given)
-2,O=C(C=Cc1nc2ccccc2o1)N1CCCC1c1nc2ccccc2s1 (stereo not given)
-5,Cn1ncc(C(N)=O)c1NC(=S)NC(=O)c1ccc(Br)o1
-5,O=C(CC1CC2CCC1C2)NNC(=O)c1ccccc1 (stereo not given)
-26,CC(c1ccc2c(c1)OCCO2)N(C)C(=O)c1cn(-c2ccccc2)nn1 (stereo not given)
-10,O=C(CSc1cc(N2CCCCC2)ncn1)NCc1ccco1
-3,CCC(CC)C(=O)NCCN1CCn2cc(OCc3ccc(F)cc3)c(=O)cc2C1=O
-9,COc1cc(-c2nnc(CSc3nc4ccccc4o3)o2)cc(OC)c1OC
-6,Cc1cc(C)n(Cc2cc(C(=O)N3C[C@H]4CC[C@H]3C4)n[nH]2)n1
1,CC1(C)S[C@@H]2[C@H](NC(=O)[C@@H](N)c3ccc(O)cc3)C(=O)N2[C@H]1C(=O)O
-6,O=C(c1cc2ccccc2c(=O)o1)N1CCN(c2ccc([N+](=O)[O-])cc2)CC1
-9,Cc1ccc(NC(=O)C2CCCN(C(=O)C3Cc4ccccc4O3)C2)nc1 (stereo not given)
-12,O=C(NC1CC(=O)N(C2Cc3ccccc3C2)C1)c1n[nH]c2ccccc12 (stereo not given)
-7,COCCN1C(=O)c2ccccc2NC1c1cccc(Cl)c1 (stereo not given)
12,Cc1cc(NC(=O)c2cc(C(C)C)on2)no1
-3,CNS(=O)(=O)CC1CCCN1c1ccccn1 (stereo not given)
1,Cc1cccc(Nc2ncccc2C(=O)NCc2ccccn2)c1C
-4,O=c1cc(CO)oc(CN2CCOCC2)c1O
2,O=C(Cn1nc2ccccc2n1)N1CCCC(Nc2ccccc2)C1 (stereo not given)
2,Cc1ccc(-c2cnc(SCC#N)n2-c2ccccc2)cc1
-9,COc1cc(C(=O)N2CC(=O)Nc3ccccc32)ccc1OC(F)F
-14,NS(=O)(=O)c1ccc(CNC(=O)C2CC2c2ccccc2Br)s1 (stereo not given)
-5,COCCn1cc(NC(=O)Nc2ccc(C)cc2C)c2ccccc21
1,O=C(c1ccc2sc(=S)[nH]c2c1)N1CCCC1
-10,C#CCOc1ccc(N(C)C(=O)c2sc(Cl)nc2C)cc1
-2,Cc1cccc(N=C2SC(C)CN2C(=O)c2ccc3c(=O)n4c(nc3c2)CCC4)c1 (stereo not given)
-7,CC(c1nc(C2CC2)no1)N1CCCC(C2(C)NC(=O)N(C)C2=O)C1 (stereo not given)
-4,COc1ccccc1/C(C)=C/C(=O)N(C)Cc1ccc(F)cc1F
-5,Cc1ccc(-n2cc(CNCCc3ncc(C)[nH]3)c(-c3ccc(F)cc3)n2)cc1
7,NS(=O)(=O)c1ccc(CNC(=S)c2ccc3c(c2)OCO3)cc1
-4,CCOC(=O)C1(CCOc2ccccc2)CCN(Cc2cccc(C)n2)CC1
-9,Cc1cc(C)cc(Nc2nnc(-c3ccccc3)c(=O)[nH]2)c1
3,O=C(C1CCN(S(=O)(=O)c2ccc(F)c(Cl)c2)CC1)N1CCc2sccc2C1
2,O=C(c1ccc(C(F)(F)F)c(F)c1)N1CCC(c2ccc(F)cc2)CC1
-10,Cc1cccn2c(CNCCC3CCCN3C)c(C(=O)N3CCOCC3)nc12 (stereo not given)
-12,CC(CN1CCOCC1)NC(=O)N1CCCc2cc(F)c(F)cc21 (stereo not given)
-15,OC1CCCN(Cn2nc(-c3ccccc3)n(-c3ccc(F)cc3F)c2=S)C1 (stereo not given)
-9,CC1(C(=O)NS(=O)(=O)c2ccccc2C(F)(F)F)CCN1C(=O)CCC1CCCC1 (stereo not given)
-8,COc1cc(NC(=O)CCC2CCCN(C(=O)CCc3cccnc3)C2)cc(OC)c1 (stereo not given)
-1,O=C(O)c1cc(S(=O)(=O)Cl)ccc1F

Additional records:
mcGAS MS inh,Structure
-17,Cc1ncsc1CCN(C)C/C=C/c1ccco1
-13,Cc1cc(C)n2cc(CSc3ncn[nH]3)nc2n1
-5,O=C1C2C3C=CC(C3)C2C(=O)N1c1ccc(Cl)c(Cl)c1 (stereo not given)
-7,O=C(C=Cc1ccc(Br)o1)Nc1nccs1
9,O=C(CSc1ncnc2sccc12)N1N=C(c2cccs2)CC1c1ccco1 (stereo not given)
-6,Cn1cccc1CN1CCC1(C)C(=O)Nc1cccc(NS(C)(=O)=O)c1 (stereo not given)
4,O=c1[nH]c2ccccc2n1CCc1nc(-c2cccnc2)no1
